# Assay outcomes from PubChem.
# Hsp70 inhibitors – Hsp70 inhibitors, probe displacement, primary screen, biochemical, fluorescence polarization (AID 583) | Heat shock 70 kDa protein 1A (Homo sapiens) | Hsp70 fluorescence polarization probe displacement, mP; higher % means a stronger effect | displacement, % at 20 µM, or IC50 in µM where a hit was titrated | 140,000 tested, 0.06% active; in the data active = displacement above about 50%;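 also: plate controls were vehicle for no effect and reference ligand for full effect; a part of the inactive calls stands beside numbers as strong as those of hits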
# Rat MKP-3 inhibitors – MKP-3 phosphatase inhibitors, primary screen, biochemical, rat enzyme, in vitro (AID 425) | Dual specificity protein phosphatase 6 (Rattus norvegicus) | recombinant MKP-3 phosphatase activity, fluorescence; higher % means a stronger effect | inhibition, % at 20 µM, or IC50 in µM where a hit was titrated | 110,000 tested, 0.17% active; in the data active = inhibition above about 50%;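 also: plate controls were vehicle for no effect and reference inhibitor for full effect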
# Starred values were filed as active, the others as inactive; nt = not tested or not shown; & = joins results of further samples. A portion of the library, so the mix of outcomes need not match the whole.
# The first two compounds (preview)
SMILES,Hsp70 inhibitors,Rat MKP-3 inhibitors
CCOc1cc(C=O)ccc1OCCCN1C(=O)NC(C)(C)C1=O,2.4%,nt
Nc1nnc(SCc2cccc(C(F)(F)F)c2)s1,-1.7%,5%

# All compounds of this part, previewed entries included:
SMILES,Hsp70 inhibitors,Rat MKP-3 inhibitors
CCOc1cc(C=O)ccc1OCCCN1C(=O)NC(C)(C)C1=O,2.4%,nt
Nc1nnc(SCc2cccc(C(F)(F)F)c2)s1,-1.7%,5%
CCOC(=O)c1ccc2c(c1)C1C=CCC1C(C(=O)O)N2 (centres undefined),28%,nt
CCOc1ccc(C2=C/C(=C/c3ccc(C)o3)C(=O)O2)cc1,2.1%,0%
CCOC(=O)Cn1c(-c2nonc2N)nc2ccccc21,-0.4%,0%
NC(=O)c1cccc(NC(=O)/C=C/C(=O)O)c1,-3.4%,2%
COc1ccc(-c2nnc(SCCC(=O)O)n2-c2ccccc2)cc1OC,0.4%,nt
Cc1ccc(C(=O)NCc2ccco2)cc1,-1.0%,-2%
Cn1c(SCCOc2ccccc2Cl)nnc1-c1cccs1,-0.4%,nt
O=C(c1nc2ncccn2n1)N1CCc2ccccc2C1,5.7%,-4%
CCCN(CCC)C(=O)CCS(=O)(=O)c1cccc2nsnc12,-3.7%,4%
Cc1ccc2nc(-c3ccccc3C)oc(=O)c2c1,-4.6%,4%
C/C(=N\N=C1\NC(=O)C(CC(=O)Nc2ccc(C)c(Cl)c2)S1)c1ccc(F)cc1 (centres undefined),4.6%,3%
Cc1ccc(NC(=O)CCNS(=O)(=O)c2ccc3c(c2)oc(=O)n3C)cc1,6.3%,-2%
Cc1cc(C)nc(NC(=O)CSc2nn(C)c(=S)s2)n1,7.0%,-2%
Cc1cccc(OCC(=O)NC2CCCCCC2)c1,-1.3%,1%
O=C(CCNc1cccc(C(F)(F)F)c1)c1cccs1,0.5%,6%
COc1cc(N=Cc2c(O)n(-c3ccccc3F)c(=O)[nH]c2=O)cc(OC)c1,-4.0%,0%
COc1ccc(/C=C/C(=O)O)cc1S(=O)(=O)Nc1cccc(C(=O)O)c1,2.6%,0%
CCCCCCNC(=O)CSc1nccn1Cc1ccccc1,-9.5%,nt
Brc1ccccc1-c1nnc(CSc2nnnn2-c2ccccc2)o1,0.3%,7%
COc1cc(C2Nc3ccc4ccccc4c3C3=C2C(=O)CC(C)(C)C3)ccc1OCC#N (centres undefined),1.6%,1%
CCOC(=O)N1CCC(NC(=O)c2cc(C(=O)Nc3cccc(OC)c3)ccc2CO)CC1,0.5%,6%
CCN1CCN(C(=O)CCc2nc3ccccc3c(=O)[nH]2)CC1,4.0%,nt
COc1ccc(C2=NOC(C(=O)NC(C)(C)C)C2)cc1 (centres undefined),-1.9%,-6%
Cc1cc(NC(=O)CSc2ccc3nnc(-c4ccccc4)n3n2)no1,2.6%,2%
Nc1sc2c(c1C(=O)Nc1ccccc1)CCCC2,-0.9%,-1%
O=C(/C=C\Nc1ccccn1)c1ccccc1,11%&-0.7%,-5%&3%
CCn1c(COc2ccc(C)cc2)nnc1SCC(=O)Nc1cc(OC)ccc1OC,3.1%,0%
O=C(O)c1ccc(CSCc2ccccc2F)o1,-2.1%,8%
Cc1cc(NC(=O)COC(=O)CCCOc2ccc(Cl)cc2C)no1,-2.9%,-9%
CCC1CCCCN1C(=O)COc1cc(=O)n(C)c2ccccc12 (centres undefined),-1.8%,3%
Cc1cccc(CCNC(=O)C2CCC(=O)N2Cc2ccc(F)cc2)c1 (centres undefined),-2.3%,nt
COC(=O)c1cc(OC)c(OC)cc1NC(=S)N1CCCCC1,5.2%,nt
Cc1ccc(S(=O)(=O)C2(S(=O)(=O)c3ccc(C)cc3)CCCC2)cc1,-0.5%,6%
CCOC(=O)c1cccc(NC(=O)Nc2cc(OC)ccc2OC)c1,1.1%,-2%
COc1cccc(N2C(=O)CC(N3CCC(C)CC3)C2=O)c1 (centres undefined),-1.1%,-1%
Cc1cc(NC(=O)COC(=O)CCC(=O)c2ccc(F)cc2)no1,7.4%,2%
NC(=O)c1ncn([C@@H]2O[C@H](CO)[C@@H](O)[C@H]2O)n1,-1.0%,nt
CCOC(=O)c1cc(-c2ccncc2)nc2c1c(C)nn2-c1ccccn1,1.9%,-11%
O=C(O)CC(=O)Nc1ccccc1,-0.9%,nt
O=C1C/C(=C/NCCc2ccc(O)cc2)C(=O)N1,nt,3%
Cc1sc2ncnc(SCC(=O)NC(=O)NCc3ccco3)c2c1C,6.7%,12%
CCOC(=O)C1=C(C)N=c2s/c(=C\c3cc(Cl)c(O)c(OC)c3)c(=O)n2C1c1ccccc1 (centres undefined),-72%,-1%
Cc1cccc(C(=O)N2CCN(c3ccccc3)CC2)c1,2.1%,-4%
CCN1CCN(C(=O)CCCCCn2c(=O)[nH]c3cc(C(=O)OC)ccc3c2=O)CC1,-3.0%,-8%
Nc1nonc1C(=O)NCCNC(=O)CCc1ccccc1,-0.3%,4%
CN(Cc1cnn(C)c1)C(=O)C1CCCCC1C(=O)O (centres undefined),0.8%,nt
COC(=O)CCC(NC(=O)c1cc(C)oc1C)C(=O)OC (centres undefined),-4.8%,nt
Cc1c(NC(=O)Nc2cccc(Cl)c2)c(=O)n(-c2ccccc2)n1C,1.4%&-1.0%,-3%&1%

# Sorted by count of non-hydrogen atoms (highest first): some entries from above.
SMILES,Hsp70 inhibitors,Rat MKP-3 inhibitors
CCOC(=O)C1=C(C)N=c2s/c(=C\c3cc(Cl)c(O)c(OC)c3)c(=O)n2C1c1ccccc1 (centres undefined),-72%,-1%
CCN1CCN(C(=O)CCCCCn2c(=O)[nH]c3cc(C(=O)OC)ccc3c2=O)CC1,-3.0%,-8%
CCOC(=O)c1cc(-c2ccncc2)nc2c1c(C)nn2-c1ccccn1,1.9%,-11%
Cc1cccc(CCNC(=O)C2CCC(=O)N2Cc2ccc(F)cc2)c1 (centres undefined),-2.3%,nt
Cc1sc2ncnc(SCC(=O)NC(=O)NCc3ccco3)c2c1C,6.7%,12%
CCC1CCCCN1C(=O)COc1cc(=O)n(C)c2ccccc12 (centres undefined),-1.8%,3%
COC(=O)c1cc(OC)c(OC)cc1NC(=S)N1CCCCC1,5.2%,nt
COc1cccc(N2C(=O)CC(N3CCC(C)CC3)C2=O)c1 (centres undefined),-1.1%,-1%
COC(=O)CCC(NC(=O)c1cc(C)oc1C)C(=O)OC (centres undefined),-4.8%,nt
CN(Cc1cnn(C)c1)C(=O)C1CCCCC1C(=O)O (centres undefined),0.8%,nt
O=C1C/C(=C/NCCc2ccc(O)cc2)C(=O)N1,nt,3%
NC(=O)c1ncn([C@@H]2O[C@H](CO)[C@@H](O)[C@H]2O)n1,-1.0%,nt
O=C(O)CC(=O)Nc1ccccc1,-0.9%,nt

# Further records follow.
SMILES,Hsp70 inhibitors,Rat MKP-3 inhibitors
COc1cccc(-c2nnc3sc(-c4ccccn4)nn23)c1,0.0%,-4%
CCCCn1c(NCCO)nc2ccccc21,-3.2%,-13%
Cn1c(SCCCC(=O)c2ccccc2)nnc1-c1ccncc1,-0.3%,2%
CCOC(=O)CN1C=C(c2ccc3ccccc3n2)C(C[N+](=O)[O-])c2ccccc21 (centres undefined),27%,nt
O=C1C2ON(c3ccccc3)C(c3cccc([N+](=O)[O-])c3)C2C(=O)N1Cc1ccccc1 (centres undefined),3.2%,5%
Cc1ccc(-c2nc3ccccc3[nH]2)cc1NC(=O)c1ccco1,1.6%,1%
COc1ccccc1-c1cc(C(=O)N2CCN(c3ccc(F)cc3)CC2)no1,-1.3%,6%
O=C(NN1C(=O)c2ccccc2C1=O)c1ccccc1Br,1.1%,-2%
COc1ccc(CC(=O)OCC(=O)Nc2ncc(Cl)cc2Cl)cc1OC,4.5%,nt
O=C1c2ccccc2S(=O)(=O)N1Cc1nc2ccccc2s1,-0.1%,2%
COc1ccc(-n2c(SCc3ccccc3)nc3sc4c(c3c2=O)CCC4)cc1,0.7%,-1%
CC(=O)NC(c1ccccc1Cl)c1c(OC(C)=O)ccc2ccccc12 (centres undefined),8.4%,2%
COc1ccc(CCn2c(C)cc3c(c2=O)C(c2ccncc2)C(C#N)=C(N)O3)cc1OC (centres undefined),5.9%,-2%
Cc1cc(C)nc(-n2nc(C)cc2NC(=O)c2cccc(S(=O)(=O)N(C)C)c2)n1,-4.4%,-16%
COC(=O)Cn1ncc2c3ccccc3n(C)c2c1=O,6.1%,2%
CCOC(=O)c1sc(NC(C)=O)c(C(=O)OCC)c1C,5.3%,-5%
c1ccc(-c2ncnc3cc4n(c23)CCC4)cc1,1.5%,nt
Cc1ccc(/C(O)=C2\C(=O)C(=O)N(CCCC(=O)O)C2c2ccc(Br)cc2)cc1 (centres undefined),-4.7%,-4%
Cc1cc(Br)ccc1NC(=O)c1cccc(N(C)C)c1,3.0%,-1%
C=CCN1C(=O)/C(=C\c2cc3c(cc2Br)OCO3)C(=O)NC1=S,0.3%,3%
Cn1cccc1CN1CCN(Cc2ccncc2)CC1,-4.7%,3%
CN1CCN(c2ccc(C(=O)c3cccc(F)c3)cc2)CC1,-2.1%,2%
O=S(=O)(c1ccccc1)N1CCN(Cc2ccncc2)CC1,-3.1%,0%
COc1ccc(CSc2nc3ccccc3s2)cc1,0.2%,-1%
COc1ccccc1Nc1nc(N)nc(CN2CCC(Cc3ccccc3)CC2)n1,0.3%,nt
CCCN(CCC)C(=O)c1ccc(Cl)cc1,-0.7%,-3%
CCOC(=O)C1CCCN(c2cc(C)nc3cc(-c4ccc(Cl)cc4)nn23)C1 (centres undefined),-0.5%,nt
Cc1ccc(-n2nnc3c(SCC(=O)NCC4CCCO4)ncnc32)cc1 (centres undefined),-1.9%,-5%
CN(C)C=Nc1ncc2c3ccccc3n(CCN(C)C)c2c1C#N,-7.1%,-9%
COCCNC(=O)c1cnn2c(C(F)(F)F)cc(-c3ccc4c(c3)OCO4)nc12,-5.5%,-5%
C1CCC2(CC1)OCC1(CO2)COC2(CCCCC2)OC1,7.7%,-15%
Cc1ccc(NC(=O)Nc2ccc3oc(C)nc3c2)cc1,3.6%,nt
O=C(Nc1nnc(-c2ccncc2)s1)C1CCCO1 (centres undefined),-2.0%,-6%
Cc1occc1C(=O)Nc1nccs1,10%&2.8%,-19%&2%
N#Cc1nc(COc2ccc(Cl)cc2)oc1N1CCCCCC1,5.8%,-1%
O=C(C1CCC(Cn2c(=S)[nH]c3ccccc3c2=O)CC1)N1CCOCC1 (centres undefined),1.5%,8%
O=S(=O)(c1ccc(C=Nc2ccc(Br)cc2)cc1)c1ccc(C=Nc2ccc(Br)cc2)cc1,0.7%,-2%
O=C(Cc1ccccc1)Nc1ccc(Br)cc1C(=O)O,0.2%,3%
CCC(Oc1ccccc1)C(=O)Nc1ccc(-c2nnc(-c3ccco3)o2)cc1 (centres undefined),-11%,0%
O=C(c1ccc(S(=O)(=O)N2CCOCC2)cc1)N1CCN(CCN2C(=O)c3cccc4cccc(c34)C2=O)CC1,2.0%,2%
Cc1cccc(OCC(=O)Nc2cccc(-c3nnc(-c4ccccc4)o3)c2)c1C,5.2%,3%
O=C(OCc1cc2ccccc2[nH]c1=O)C1CCCCC1,-0.1%,-4%
Cc1ccc(NC(=S)Nc2ccc(F)cc2)c(C)c1,-3.4%,4%
CN1CCN(c2ccccc2NC(=O)c2ccc(-c3ccc(Cl)cc3Cl)o2)CC1,-1.7%,nt
O=C(CCC1CCCC1)Nc1ccc(Br)cn1,-1.1%&-0.1%,1%&3%
CC1CCCC(NC(=O)COC(=O)CCC2CCCC2)C1C (centres undefined),-1.2%,nt
Cc1ccsc1C=Nc1c(C)n(C)n(-c2ccccc2)c1=O,3.0%,-2%
COc1ccc(N2C(=O)NC(=O)/C(=C/c3ccc(-c4ccc([N+](=O)[O-])cc4Cl)o3)C2=O)cc1,-2.3%,7%
Cn1cnnc1Sc1nc2c(c(=O)n(C)c(=O)n2C)n1Cc1ccccc1Cl,2.8%,2%
CC1CCN(CCOCCOc2ccc(Br)cc2)CC1,-5.5%,-1%
# Next part.
SMILES,Hsp70 inhibitors,Rat MKP-3 inhibitors
O=C1Nc2ccccc2/C1=C/C(=O)c1cccs1,1.6%,nt
CCOc1ncccc1C(=O)OCc1nnc(-c2ccccc2)o1,-0.8%,3%
CCCC(=O)NNc1nc2c(c(=O)n1-c1ccccc1)C1(CCCCC1)Cc1ccccc1-2,-5.9%,2%
Fc1cccc(-c2cc3nc(-c4ccccc4)cc(N4CCC5(CC4)OCCO5)n3n2)c1,-4.4%,nt
COc1ccc(C2=NN(c3ccc(C=O)cc3)C(c3ccc(F)cc3)C2)cc1 (centres undefined),3.1%,4%
CCOC(=O)c1cccc(NC(=O)c2cccnc2)c1,4.0%,-2%
CC(=O)Oc1ccc(C2C(C(=O)OCCOc3ccccc3)=C(C)NC3=C2C(=O)CCC3)cc1 (centres undefined),1.8%,3%
Cc1ccccc1C(=O)NN=C1CCCC1,0.3%,-2%
O=C(Nc1ccc2nn(-c3ccc(F)cc3)nc2c1)c1cc(I)ccc1Cl,-0.6%,2%
CCCCOc1ccc(C(=O)NCCc2ccc(Cl)cc2)cc1,-0.4%,2%
CCN(CC)CCn1c(=S)[nH]c2ccc(Cl)cc2c1=O,4.9%,1%
CN1CCN(/C=N/c2c(C#N)cnn2Cc2ccccc2)CC1,0.2%,8%
c1ccc2oc(Cc3ccc(Cc4nc5ccccc5o4)cc3)nc2c1,2.5%,nt
Cn1c2c(c3ccccc31)CC/C2=N\O,-2.9%,-3%
O=c1sc2ccccc2n1CCCOc1ccccc1,-2.6%,nt
O=C(Nc1ccc(N2CCOCC2)cc1)C1CCN(S(=O)(=O)Cc2ccccc2)CC1,2.0%,-13%
CCCc1cc(C(=O)Nc2cccc(C(C)=O)c2)no1,-3.5%,-10%
Cc1cc(C)cc(NC(=O)c2c(C)nc3ccccn23)c1,1.5%,2%
C/C(=N\NC(=O)c1ccc(Br)cc1)c1cccnc1,-0.5%,0%
